# High-throughput results from PubChem BioAssay.
# RBX1-CUL1 inh = human ROC1-CUL1 E3 ligase inhibition. P62877+Q13616. in vitro K48 di-Ub FRET, acceptor:donor ratio, 45 min. inhibition, % at 10 µM. 140,000 compounds, 0.6% hits; in the data active = inhibition above about 25%
# Target sequence (P62877 whole entry, looked up): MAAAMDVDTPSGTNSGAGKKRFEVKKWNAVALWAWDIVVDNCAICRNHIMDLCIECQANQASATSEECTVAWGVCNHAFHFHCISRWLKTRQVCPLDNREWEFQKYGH
# Target sequence (Q13616 whole entry, looked up): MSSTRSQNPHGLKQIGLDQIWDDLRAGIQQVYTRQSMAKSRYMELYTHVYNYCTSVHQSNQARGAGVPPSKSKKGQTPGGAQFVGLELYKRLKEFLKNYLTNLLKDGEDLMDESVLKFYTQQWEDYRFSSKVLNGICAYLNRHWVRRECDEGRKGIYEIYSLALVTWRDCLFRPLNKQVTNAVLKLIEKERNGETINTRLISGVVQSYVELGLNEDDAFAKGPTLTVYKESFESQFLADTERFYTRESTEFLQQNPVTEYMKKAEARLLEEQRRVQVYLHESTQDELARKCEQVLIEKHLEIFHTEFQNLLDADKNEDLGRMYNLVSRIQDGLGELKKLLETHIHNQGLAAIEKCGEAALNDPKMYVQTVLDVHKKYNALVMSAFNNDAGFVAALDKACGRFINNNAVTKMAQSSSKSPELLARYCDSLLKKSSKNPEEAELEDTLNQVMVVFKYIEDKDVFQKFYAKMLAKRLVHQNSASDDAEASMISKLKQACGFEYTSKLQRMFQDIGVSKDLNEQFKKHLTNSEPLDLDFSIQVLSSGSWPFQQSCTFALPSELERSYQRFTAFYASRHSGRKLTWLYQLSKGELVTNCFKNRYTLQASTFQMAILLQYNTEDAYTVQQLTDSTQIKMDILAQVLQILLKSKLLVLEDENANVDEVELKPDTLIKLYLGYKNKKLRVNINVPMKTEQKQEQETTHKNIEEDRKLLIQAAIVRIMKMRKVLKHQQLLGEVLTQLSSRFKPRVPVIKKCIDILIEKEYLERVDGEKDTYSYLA
# The depositor's hits bear a star; & = joins results of further samples.
RBX1-CUL1 inh | SMILES
-3 | c1ccc(CSc2nnc(-c3cccnc3)n2-c2ccccc2)cc1
5 | CC(C)CCNC(=O)c1cc(-c2ccc(Br)s2)nc2ccccc12
8 | Cc1ccc(N=C2CC(=O)CC(C)(C)C2)cc1F
-11 | CC1N=C2C=CC=CN2C(=O)C1=NC(=O)c1ccccc1Cl (stereo not given)
2 | COc1ccc(CNC(=O)c2cc3cc4cc(OC)ccc4nc3o2)cc1
2 | Cc1cc(C)cc(C(=O)n2nc(C)c(S(=O)(=O)N3CCOCC3)c2C)c1
-6 | O=C(Oc1ccc(Br)c2ccccc12)c1ccc(Br)o1
9 | O[C@@H]1CN(Cc2cccn2-c2nccs2)CC[C@H]1N1CCOCC1
-6 | CC(C)(C)CNCC1(O)CCCN(Cc2ccc(F)c(F)c2)C1=O (stereo not given)
6 | CCS(=O)(=O)N1CCC(C(=O)Nc2ccccc2Sc2ccccc2)CC1
-5 | COc1ccc(CN2C(=O)/C(=C/c3ccc(N4CCOCC4)o3)SC2=Nc2ccccc2)cc1
-3 | Cc1ccc(NS(=O)(=O)c2cccc3nsnc23)cc1
-10 | Cc1cc(C)n(CCC(=O)N/N=C/c2c[nH]c3ccccc23)n1
11 | Nc1c(C(=O)Nc2cccc(F)c2)sc2nc(-c3cccs3)ccc12
5 | COCCCNc1nc2nonc2nc1NCCSC
-5 | CCc1ccccc1NC(=O)Cc1ccc(-n2c(C)nc3cccnc32)cc1
-1 | Cc1cccc(C(=O)NC2(C(F)(F)F)N=C(c3ccccc3)N(Cc3ccccc3)C2=O)c1 (stereo not given)
3 | CCN(CC)C(=O)Cn1c(=O)n(Cc2ccc(C(=O)NCCc3ccc(OC)c(OC)c3)cc2)c(=O)c2ccccc21
-13 | COCCCN1C(=O)c2cccc3c(Cl)ccc(c23)C1=O
0 | CCSc1nnc(NC(=O)c2cncc(Br)c2)s1
1 | O=C(OCc1cc(=O)n2c3c(sc2n1)CCCC3)c1cccc(NC(=O)c2ccccc2F)c1
5 | S=c1[nH]nc(CCn2cnc(-c3ccccc3)c2-c2ccccc2)n1-c1ccccc1
-4 | CN(C)c1ccc(C2C(C(=O)c3ccc(Cl)cc3)C(=O)C(=O)N2Cc2ccco2)cc1 (stereo not given)
0 | CCN1CCOC(=O)C1CC(=O)Nc1cc(C)cc(C)c1 (stereo not given)
9 | O=C(Oc1cccc2ccccc12)c1ccc(-c2ccc(Cl)cc2)o1
-4 | CCC1(C)Oc2ccccc2C2CC(c3ccccc3)=NN21 (stereo not given)
-1&4 | COc1ccc(C(F)(F)F)cc1NC(=O)c1sc2nc(-c3cccs3)ccc2c1N
1 | CCC(=O)N1CCc2cc(S(=O)(=O)CCC(=O)N3CCN(c4cccc(Cl)c4)CC3)ccc21
9 | COc1ccc(/C=N/NC(=O)CCC(=O)NCc2ccccc2)c2ccccc12
-17 | CCOC(=O)C1=C(C)N(c2ccc(C)cc2)C(=O)/C1=C\c1ccc(C(=O)OC)cc1
-5 | CCCCc1cc2c(=O)c(-c3csc(C)n3)coc2cc1OC(=O)C(CCSC)NC(=O)OC(C)(C)C (stereo not given)
-4 | CCCN1C(=O)c2[nH]nc(-c3ccccc3O)c2C1c1cccc(OCc2ccccc2)c1 (stereo not given)
2 | COc1ccc(N2C(=O)CC(N3CCC4(CC3)OCCO4)C2=O)cc1 (stereo not given)
4 | Cc1cc(NC(=O)C(C)Sc2nc(-c3ccccc3)cc(C(F)(F)F)n2)no1 (stereo not given)
8 | COc1ccc2nc(SCC#CCSc3nc4ccc(OC)cc4[nH]3)[nH]c2c1
0 | CCN1C(=O)/C(=C\c2cnc3ccccc3n2)SC1=S
-6 | COc1ccc(C2C3=C(CC(C)(C)CC3=O)N=C(C)C2C#N)cc1 (stereo not given)
7 | Cn1c(=O)c2c(nc3n(CCOC45CC6CC(CC(C6)C4)C5)c(-c4ccc(Br)cc4)cn23)n(C)c1=O
-6 | COc1ccc(NC(=O)C2CCN(S(=O)(=O)c3ccc4c(c3)CCCC(=O)N4)CC2)cc1Cl
1 | CCCS(=O)(=O)c1nc(S(=O)(=O)c2ccc(C)cc2)c(N(CC)CC)s1
7 | O=C(C1=CCCC1)N1CCCC(CNS(=O)(=O)c2cccs2)C1 (stereo not given)
5 | CC12CCC(C(=O)Nc3ccccc3)(C(Br)C1=O)C2(C)C (stereo not given)
-8 | Cc1cc(C)cc(-n2c(SCC(=O)Nc3ccc4c(c3)OCCO4)nc3c([nH]c4ccccc43)c2=O)c1
1 | COCC1CCCN(Cc2ccc3c(c2)CN(C(=O)Cc2nc(-c4ccccc4)n[nH]2)CCO3)C1 (stereo not given)
-2 | COc1ccc(OC)c(NC(=O)c2ccc(-c3nc(CSc4ccccc4)c(C)o3)cc2)c1
-5 | Cc1ccc2nc(-c3ccc(NC(=O)Nc4ccccc4)cc3)sc2c1
-1 | CCc1ccccc1NC(=O)CSc1ncc(S(=O)(=O)c2ccc(C(C)C)cc2)c(N)n1
79* | O=C(O)C(Cc1ccccc1)N1C(=O)/C(=C/c2ccc(Cl)cc2)SC1=S (stereo not given)
-4 | CC#CC(=O)N1CCc2[nH]nc(-c3ccc(F)c(F)c3)c2C1
0 | OCc1ccccc1CN1CCCC1
-2 | COc1ccc(-n2c(CCc3ccccc3)nnc2SCC(=O)NCc2ccco2)cc1
60* | CCOC(=O)C1=C(c2ccccc2)N=c2s/c(=C\c3cc([N+](=O)[O-])ccc3O)c(=O)n2C1c1cccc(OC)c1 (stereo not given)
0 | COc1cccc(CNC(=O)c2nnn(CC(=O)Nc3cc(Cl)ccc3C)c2N)c1
6 | COC(=O)C1(C(F)(F)F)N=C2C(Cl)=CC(Cl)=CN2C(c2ccccc2F)=N1 (stereo not given)
-5 | O=C1CC(Nc2ccc(OC(F)(F)Cl)cc2)C(=O)N1c1ccc(F)cc1 (stereo not given)
-3 | Cc1ccc(NC(=O)c2ccc(C)o2)cc1

# Additional compounds.
RBX1-CUL1 inh | SMILES
0 | COc1ccc(C(=O)NNC(=O)CSc2ncnc3sc4c(c23)CCCC4)cc1
8 | Cc1ccccc1NS(=O)(=O)c1ccc2c(c1)NC(=O)CCS2
4 | c1cnc2ncc3cscc3c2c1
2 | FC(F)(F)c1ccccc1C1Nc2c(Br)cccc2C2C=CCC21 (stereo not given)
1 | Cc1csc(NC(=O)CSc2nnc(COc3ccccc3)n2N)n1
5 | O=C(COc1ccccc1/C=C1/C(=O)NC(=O)N(c2ccc(C34CC5CC(CC(C5)C3)C4)cc2)C1=O)Nc1ccccc1
-1 | C/C(=C(/C)c1ccc(C)cc1C)c1ccc(C)cc1C
15 | CCOC(=O)c1ccccc1NC(=O)Cn1ccn2nc(-c3ccc(OCC)cc3)cc2c1=O
-2 | O=C1CCCCN1CCNc1ccc(-c2nc(Cc3ccccc3)no2)cn1
6 | COc1cccc(C(=O)Oc2cccc(O)c2)c1
2 | COc1ccccc1NC(=O)Cn1c(=O)n(Cc2ccccc2)c(=O)c2c3c(sc21)CN(C(C)=O)CC3
2 | CC1CCCCC1NC(=O)c1ccc(S(=O)(=O)N2CCOCC2)cc1 (stereo not given)
-15 | O=C(NCc1ccccc1Cl)C(=O)NCC(c1cccs1)S(=O)(=O)c1cccs1 (stereo not given)
-9 | CC(C)(C)C(=O)Nc1ccc2nc(SCC(=O)N3CCc4ccccc43)sc2c1
-2 | O=C1CCCCN1CCNCc1c(C(=O)N2CCCCCCC2)nc2ccc(Cl)cn12
11 | COc1cc(OC)c(N(C)C(=O)N=C2CN(CC(C)C)C(=O)c3ccccc32)cc1Cl
5 | Cc1cc(-c2cccs2)c2c(n1)sc1c(=O)[nH]c(=O)[nH]c12
7 | CCN(CC)C(=O)Cn1cc(C(=O)N2CCN(C)C[C@@H]2c2ccccc2)nn1
0 | CCOc1ccc(NS(=O)(=O)c2ccc3c(c2)C(=O)C(C(=O)NCC2CCCO2)C=N3)cc1 (stereo not given)
-10 | CCOc1ccc(C(=O)NCC(c2ccc3c(c2)OCO3)N2CCN(c3ccccc3F)CC2)cc1 (stereo not given)
7 | C=CCNC(CC(=O)NCc1ccccc1)C(=O)O (stereo not given)
-6 | COc1cc(NC(=O)c2ccc3oc(=O)c(S(=O)(=O)c4ccccc4)cc3c2)cc(OC)c1
92* | O=C(CSc1nnc(Cc2ccccc2)o1)Nc1ccc(Cl)c(Cl)c1
4 | CCOC(=O)NS(=O)(=O)c1cnccc1Nc1cccc(C(F)(F)F)c1

# Exported field by field: entries from further up
COc1cc(NC(=O)c2ccc3oc(=O)c(S(=O)(=O)c4ccccc4)cc3c2)cc(OC)c1
- RBX1-CUL1 inh = -6
O=C(CSc1nnc(Cc2ccccc2)o1)Nc1ccc(Cl)c(Cl)c1
- RBX1-CUL1 inh = 92*
CCOC(=O)NS(=O)(=O)c1cnccc1Nc1cccc(C(F)(F)F)c1
- RBX1-CUL1 inh = 4

# Later entries
RBX1-CUL1 inh | SMILES
78* | COc1cc(/C=C2\C(=O)N(c3ccccc3Cl)N=C2C)cc(I)c1O
4 | COc1ccc(CC2(CCC(=O)NCCc3ccccc3OC)CCC(=O)N2)c(F)c1 (stereo not given)
-1 | O=c1c2ccccc2c(-c2ccccc2)nn1-c1ccc(Cl)c(Cl)c1
3 | CCCC12CCC(O)(CC1)CC2
10 | CC(=O)Nc1ccc(-c2cn3ccc4ccccc4c3n2)cc1
4 | O=C(O)c1cccc(CN2C(=O)SC(Nc3cccc4ccccc34)C2=O)c1 (stereo not given)
-6 | Cc1ccc(Cl)cc1NC(=O)Cn1cc2c(n1)CCCCC2
7 | CCOCC(=O)Nc1cccnc1Cl
6 | CNC(=O)C1CCC(Cn2c(=O)c3sccc3n(CC(=O)Nc3cc(C)cc(C)c3)c2=O)CC1 (stereo not given)
8 | O=C(Nc1ccccc1C(F)(F)F)c1cc2n(n1)C(C(F)(F)F)CC(c1ccc(Br)cc1)N2 (stereo not given)
6 | COc1cccc2cc(C(=O)N3CCCC3)c(=O)oc12
-1 | COc1ccc(C2C3=C(CCCC3=O)N(c3cc(C(F)(F)F)ccc3Cl)C(=N)C2C#N)cc1 (stereo not given)
-2 | CCCC1=Nc2cc(C(=O)N3CCC(C(=O)OCC)CC3)ccc2Sc2ccccc21
2 | CCOc1ccc(CCNC(=O)C(CC(C)C)N2Cc3ccccc3C2=O)cc1OCC (stereo not given)
11 | Cc1ccc(-c2nc(CNC(=O)Nc3ccccc3)c(C)o2)cc1
-1 | CN(C)CCC1CN(C(=O)c2ccc(C(F)(F)F)cc2)CCO1 (stereo not given)

# In the list so far, these contain a CF3 group.
RBX1-CUL1 inh | SMILES
-1 | Cc1cccc(C(=O)NC2(C(F)(F)F)N=C(c3ccccc3)N(Cc3ccccc3)C2=O)c1 (stereo not given)
-1&4 | COc1ccc(C(F)(F)F)cc1NC(=O)c1sc2nc(-c3cccs3)ccc2c1N
4 | Cc1cc(NC(=O)C(C)Sc2nc(-c3ccccc3)cc(C(F)(F)F)n2)no1 (stereo not given)
6 | COC(=O)C1(C(F)(F)F)N=C2C(Cl)=CC(Cl)=CN2C(c2ccccc2F)=N1 (stereo not given)
2 | FC(F)(F)c1ccccc1C1Nc2c(Br)cccc2C2C=CCC21 (stereo not given)
4 | CCOC(=O)NS(=O)(=O)c1cnccc1Nc1cccc(C(F)(F)F)c1
8 | O=C(Nc1ccccc1C(F)(F)F)c1cc2n(n1)C(C(F)(F)F)CC(c1ccc(Br)cc1)N2 (stereo not given)
-1 | COc1ccc(C2C3=C(CCCC3=O)N(c3cc(C(F)(F)F)ccc3Cl)C(=N)C2C#N)cc1 (stereo not given)
-1 | CN(C)CCC1CN(C(=O)c2ccc(C(F)(F)F)cc2)CCO1 (stereo not given)

# The list continues.
RBX1-CUL1 inh | SMILES
0 | Cc1ccc(C(=O)NC2CC2)cc1NS(C)(=O)=O
0 | CCC(=O)Nc1ccc(CC)cc1-c1nc2ccccc2n(CC(=O)Nc2ccccc2C)c1=O
10 | COc1c(C)cc(Br)cc1C(=O)Nc1ccc(-c2nc3ncccc3o2)cc1
6 | CCC(=O)OCCCNc1nc(-c2ccc(Cl)cc2)nc2ccccc12
-2 | CC(=O)Nc1c(C(=O)N2CCOCC2)no[n+]1[O-]
3 | Cc1oc2cc(OCC(=O)C3CCOC(C)(C)C3)ccc2c(=O)c1Oc1ccccc1 (stereo not given)
7 | Cc1nn(C(=O)c2ccccc2)c(C)c1S(=O)(=O)N1CCOCC1
5 | CCOCCCNC(=O)Cn1c(NCCCOCC)nc2c1c(=O)n(C)c(=O)n2C
0 | CC(C)NS(=O)(=O)c1ccc(-c2ccc(S(=O)(=O)NC(C)C)cc2)cc1
-2 | O=C1CCCC2=C1C(c1ccc(F)cc1)C1=C(CCCC1=O)O2
7 | N#CC1(C#N)C(C(N)=O)C1c1ccccc1 (stereo not given)
-11 | COc1ccccc1Nc1cc(C(=O)NC2CCC(C)CC2)c2ccccc2n1 (stereo not given)
-12 | CCOc1cc(/C=c2\sc3n(c2=O)C(c2ccccc2Cl)C2=C(N=3)c3ccccc3CC2)ccc1OCc1ccccc1C#N (stereo not given)
-3 | COCCCNC(=O)c1cc2c(-c3cccc(OC)c3)nn(C)c2s1
-7 | COC(=O)C1C(=O)C(Sc2ccc(Cl)cc2)C(=O)CC1c1ccccc1 (stereo not given)
2 | CN1CCN(S(=O)(=O)Cc2ccc(F)cc2)CC1
-1 | O=C(c1ccc(I)o1)N1CCc2ccccc2C1
9 | CCOc1ccc(Nc2nc(-c3ccc(C)cc3C)c(CC(=O)O)s2)cc1
2 | CCc1ccc(C2c3c(oc4ccc(F)cc4c3=O)C(=O)N2c2nc(C)c(C(=O)OC)s2)cc1 (stereo not given)
3 | COc1ccc(C(CC(=O)C=C2SCCS2)Cc2ccccc2)cc1 (stereo not given)
-1 | COc1cc(OC)c(OC)cc1/C=C1/C(=O)NC(=N)N1C
-11 | CC(C)c1ccc2c(c1)C(N1CCN(CCSc3ccc(F)cc3)CC1)Cc1ccc(F)cc1S2 (stereo not given)
10 | COc1cccc(C(=O)Oc2ccc3c(=O)c(-c4ccc(Cl)cc4)coc3c2)c1
3 | Cc1nn(C)cc1CNC(=O)C1CCCN(C2CCN(Cc3ccccc3)CC2)C1 (stereo not given)
0 | Fc1cc(NCc2ccccc2)nc(NCc2ccccc2)n1
4 | O=C(NC1CCCCC1)c1ccc(CSc2nc3cccnc3n2Cc2ccccc2)cc1
-1 | CN1CCc2nc(SCc3ccc(C(C)(C)C)cc3)c(C#N)cc2C1
1 | CCC(C)NC(=O)CN(Cc1c(Cl)cccc1Cl)S(=O)(=O)c1ccc(Cl)cc1 (stereo not given)
-3 | O=C(COc1ccc(Br)cc1)Nc1ccc(CN2CCOCC2)cc1

# Some of the compounds tested; count on the stated rates, not on these rows.
